Screening data as filed in PubChem.
Ecoli viability = bacterial growth inhibition, counter-screen for AddAB inhibitors | inhibition, % at 11.9 µM | actives 0.27% (n = 330,000) | E. coli V3065 growth, OD600 absorbance, 18 h | AID 449728;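 active = inhibition above the campaign's mean inhibition across all tested compounds plus 3 SD, cut at about 9.9% in these data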;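 also: uninfected addAB+ strain grown without phage in ampicillin broth; 0% = DMSO wells and 100% = ciprofloxacin 0.95 µg/ml wells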
HTR5A inv ctr = HTR5A inverse agonism, opioid heterodimer counter-screen; inhibition, % at 9.3 µM; AID 504634; actives 0.083% (n = 340,000); HTR5A cell line, luminescence; P47898; in the data active = inhibition mostly above about 23%, no sharp cut-off; inactive = mostly below about 18%;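 also: 0% = cells with DMSO and 100% = no-cell wells with DMSO; some compounds called inactive have numbers as strong as hits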
Target sequence (P47898 whole entry, looked up): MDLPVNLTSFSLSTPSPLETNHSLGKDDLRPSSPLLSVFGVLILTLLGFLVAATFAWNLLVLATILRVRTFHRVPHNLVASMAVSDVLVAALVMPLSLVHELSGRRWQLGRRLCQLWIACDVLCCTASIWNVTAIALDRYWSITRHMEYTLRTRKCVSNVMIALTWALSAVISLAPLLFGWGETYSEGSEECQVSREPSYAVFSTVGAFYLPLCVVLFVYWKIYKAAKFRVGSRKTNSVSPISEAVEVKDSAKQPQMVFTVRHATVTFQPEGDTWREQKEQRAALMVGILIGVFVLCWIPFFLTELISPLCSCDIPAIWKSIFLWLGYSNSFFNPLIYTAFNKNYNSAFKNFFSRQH
AddAB inh = less growth of phage-infected E. coli with AddAB. inhibition, % at 11.9 µM. E. coli expressing H. pylori AddAB, absorbance growth. actives 0.29% (n = 330,000); in the data active = inhibition above about 12%;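 also: 0% = vehicle wells of infected cells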
OPRM1-OPRD1 inv = inverse agonists of human mu-delta opioid receptor heterodimerization; P35372+P41143; cell-based MOR-DOR heterodimer luminescence, inverse agonism; inhibition, % at 9.3 µM; actives 0.21% (n = 340,000); in the data active = inhibition above about 22%, passing the limit was not always enough;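 also: 0% = cells with DMSO and 100% = wells without cells with DMSO; values of inactives mirror those of a sister screen read the other way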
PKA-R1A activ = activates the PKA-R1A holoenzyme complex; AID 504707; PKA-R1A dissociation, Cy5-IP20 fluorescence polarization; scaled: DMSO 0%, 113 µM cGMP 100%; activation, % at 11.4 µM; actives 0.083% (n = 340,000);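 active = percent activation above the mean of all tested compounds plus 3 SD, cut at about 19% in these data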;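 also: higher means more PKAc released from R1A so a rise in polarization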
PfHsp90 set2 = growth inhibition of yeast expressing Plasmodium Hsp90 | AID 504621 | S. cerevisiae expressing PfHsp90, BacTiter-Glo ATP, 48 h; yeast lacking PDR1 and PDR3 efflux regulators | inhibition, % at 9.4 µM | actives 0.32% (n = 310,000);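 active = every replicate shows inhibition above about 80%, whatever the replicate mean, limit read from the data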;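 also: 0% = DMSO neutral controls and 100% = 20 µM radicicol positive controls; yeast relying on Plasmodium falciparum Hsp90 in place of its own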
DSG3 Ab inh = inhibitors of pemphigus antibody binding to human desmoglein-3; binding (percent of control), % at 10 µM; P32926; DSG3-coupled beads, scFv-anti-DSG3-GFP binding, flow cytometry; stronger effect = lower value; actives 0.48% (n = 310,000);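 active = binding more than 3 SD below its plate's average and above zero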;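 also: hits lower antibody fragment binding to DSG3; some compounds called inactive have numbers as strong as hits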
OPRM1-OPRD1 ag = agonists of human mu-delta opioid receptor heterodimerization; P35372+P41143; cells, OPRM1-OPRD1 heterodimerization, luminescence; activation, % at 9.3 µM; actives 0.3% (n = 340,000); AID 504326; in the data active = activation above about 18%;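 also: 0% = vehicle-treated cells and 100% = reference agonist; values of inactives mirror those of a sister screen read the other way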
Mot1-301 SUMO = inhibitors of SUMOylation pathway: yeast Mot1-301 growth rescue; S. cerevisiae Mot1-301 growth rescue, ATP luminescence, 38.5C; percent above DMSO median, 100 means doubled; growth rescue, % at 18.8 µM; actives 1% (n = 320,000); AID 2716;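 active = every valid replicate shows activation above 250% relative to neutral control wells; inactive = the rest, any valid replicate at or below 250%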;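 also: OY570 slx delta 5 strain wells were the positive control but not used for scaling; some compounds called inactive have numbers as strong as hits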
phage Ecoli inh = E. coli growth loss with phage present; inhibition, % at 11.9 µM; actives 0.26% (n = 360,000); AID 651602; growth absorbance; in the data active = inhibition above about 11%
HTR5A ag = counter-screen for OPRM1-OPRD1 agonists: human HTR5A agonism; P47898; HTR5A agonist assay, luminescence, cell-based; activation, % at 9.3 µM; actives 0.61% (n = 340,000); AID 504692; in the data active = activation mostly above about 9.5%, no sharp cut-off; inactive = mostly below about 7.6%;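 also: 0% = cells with vehicle only and 100% = reference agonist; strong numbers were not always called active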
* hit, by the source's call; nt = no result given.

SMILES | Ecoli viability | HTR5A inv ctr | AddAB inh | OPRM1-OPRD1 inv | PKA-R1A activ | PfHsp90 set2 | DSG3 Ab inh | OPRM1-OPRD1 ag | Mot1-301 SUMO | phage Ecoli inh | HTR5A ag
Cc1ccc(C)n1-c1ccc(N2CCOCC2)nc1 | -2.6 | -3 | -1.9 | 5 | -7 | 6 | 96 | -0.9 | 10 | nt | -3
O=C(OCC(=O)N1CCCCC1)c1cccs1 | 0.4 | 4 | -1.4 | 17 | -1 | -17 | 123 | -3.5 | 39 | 2.3 | -1
COc1ccccc1C(CC(N)=O)c1ccco1 (configuration not stated) | -0.9 | 1 | -1.9 | 14 | -15 | -22 | 107 | -2.4 | 10 | 4.5 | 6
CCNc1nc(Oc2ccc(C(=O)OC)cc2)nc(SC)n1 | -1.9 | -14 | -1.1 | 12 | 4 | nt | 93 | -2.3 | -2 | 4.8 | 5
COc1ccc(/C=C/C(=O)NCc2ccc3c(c2)OCO3)cc1OC | 2.2 | 32 | 1.3 | 9 | -1 | -1 | 108 | -1.9 | 16 | 2.4 | 0
O=c1c2[nH]c3cccc(Cl)c3c2ncn1Cc1ccco1 | -1.5 | -3 | -0.8 | 15 | 6 | -41 | 87 | -2.8 | 18 | 0.9 | -4
Nc1nonc1C(=O)NCCNCc1cc(Br)ccc1OCc1ccc(F)cc1 | -2.2 | 9 | 3.6 | -17 | -5 | -11 | 100 | 3.6 | 0 | -2.0 | -4
CCN(CC)S(=O)(=O)c1ccc(Oc2ccccc2)c(N)c1 | -0.5 | -20 | -1.1 | 8 | -6 | 43 | 96 | -1.6 | 278 | 2.9 | 0
CCOC(=O)CNC(=O)CSc1nnc(-c2ccncc2)n1-c1ccc(Cl)cc1 | -0.1 | 0 | 1.0 | 10 | 6 | -15 | 99 | -2.1 | -5 | 0.9 | 3
CCOc1ccc(OCCC(=O)N(CCCOC)c2c(N)n(Cc3ccccc3)c(=O)[nH]c2=O)cc1 | -0.1 | -1 | 5.8 | 6 | 0 | -6 | 99 | -0.9 | -11 | 3.8 | 0
COC(=O)c1cc(Oc2ccc(S(=O)(=O)N3CCOCC3)cc2[N+](=O)[O-])cc(C(=O)OC)c1 | -3.0 | -2 | 0.0 | 5 | -3 | -18 | 98 | -1.3 | 4 | 1.8 | 10
O=C(c1cccc2c1-c1ccccc1C2)N1CCCCC1 | 1.1 | 16 | 2.9 | 16 | 9 | -5 | 108 | -3.3 | 286 | 2.1 | 1
N=c1c(C(=O)NC2CCCCC2)cc2c(=O)n3ccccc3nc2n1Cc1ccc(F)cc1 | 1.1 | 3 | -0.9 | -2 | -4 | 27 | 95 | 0.4 | 67 | 1.6 | -1
O=C(NCCc1c[nH]c2ccccc12)c1ccc(Br)o1 | -2.6 | -2 | -1.0 | 9 | 11 | -4 | 110 | -2.4 | -4 | -1.6 | 1
Cc1ccccc1CC(=O)Nc1sc(C(C)C)cc1C(=O)N1CCOCC1 | 1.0 | 12 | 1.0 | 7 | 1 | 13 | 87 | -1.4 | -3 | 1.3 | -1
O=C1C2C(C(=O)N1/N=C/c1ccco1)C1C=CC2C12CC2 (configuration not stated) | 1.2 | 2 | 2.2 | 12 | -5 | -6 | 110 | -2.0 | 8 | 3.0 | 4
O=C(NCC1CCCO1)c1ccc(C(=O)NCC2CCCO2)cc1 (configuration not stated) | 1.4 | 0 | 0.6 | 3 | -3 | -15 | 113 | -0.6 | 9 | 1.7 | 0
CCOc1ccc(-n2ccnc2SCC(=O)Nc2nnc(CC)s2)cc1 | -0.5 | -13 | -0.9 | 2 | 7 | 5 | 85 | -0.6 | 7 | -1.0 | 7
COc1ccc(C(=O)CSc2nccn2C)c(OC)c1 | nt | 9 | nt | 9 | -1 | -9 | 100 | -1.4 | 2 | 1.4 | -2
O=C(NCC1CCCO1)/C(=C/c1ccccc1F)NC(=O)c1ccccc1 (configuration not stated) | -0.4 | -11 | 4.0 | -17 | -12 | 5 | 105 | 2.1 | 4 | 2.1 | 4
Cc1nc2sccn2c(=O)c1S(=O)(=O)NCCc1ccccc1 | 1.4 | -10 | -2.2 | 2 | -20 | -4 | 112 | -0.4 | -24 | 2.7 | 0
O=C1OCCC1Sc1nnc(-c2ccc(F)cc2)n1Cc1ccccc1 (configuration not stated) | -2.4 | -3 | 1.7 | -6 | -7 | 10 | 100 | 1.1 | 8 | 2.5 | 1
Cc1ccc(OCC(=O)NCCCNC(=O)c2ccco2)cc1 | 0.2 | 10 | 3.4 | 12 | -10 | -1 | 108 | -2.1 | 4 | -2.2 | -4
COc1cc2c(cc1OC)C1=CC(=O)C(=O)N1C(C)(C)C2 | -0.2 | -6 | 0.2 | 12 | -2 | -24 | 128 | -2.1 | 0 | 5.0 | 2
Cc1cccc(C(=O)NC2CCN(CC(=O)NCc3ccccc3F)CC2)c1 | 0.1 | -3 | 1.7 | -9 | 2 | -15 | 100 | 1.5 | 17 | 2.1 | 6

Looked up by structure from above:
SMILES | Ecoli viability | HTR5A inv ctr | AddAB inh | OPRM1-OPRD1 inv | PKA-R1A activ | PfHsp90 set2 | DSG3 Ab inh | OPRM1-OPRD1 ag | Mot1-301 SUMO | phage Ecoli inh | HTR5A ag
Cc1nc2sccn2c(=O)c1S(=O)(=O)NCCc1ccccc1 | 1.4 | -10 | -2.2 | 2 | -20 | -4 | 112 | -0.4 | -24 | 2.7 | 0
COc1cc2c(cc1OC)C1=CC(=O)C(=O)N1C(C)(C)C2 | -0.2 | -6 | 0.2 | 12 | -2 | -24 | 128 | -2.1 | 0 | 5.0 | 2
O=C1OCCC1Sc1nnc(-c2ccc(F)cc2)n1Cc1ccccc1 (configuration not stated) | -2.4 | -3 | 1.7 | -6 | -7 | 10 | 100 | 1.1 | 8 | 2.5 | 1

Going on with the list:
SMILES | Ecoli viability | HTR5A inv ctr | AddAB inh | OPRM1-OPRD1 inv | PKA-R1A activ | PfHsp90 set2 | DSG3 Ab inh | OPRM1-OPRD1 ag | Mot1-301 SUMO | phage Ecoli inh | HTR5A ag
Cc1ccc(S(=O)(=O)N2CCOCC2)cc1NC(=O)CN1C(=O)NC2(CCCC2)C1=O | -0.3 | 5 | 0.2 | 9 | 3 | nt | 90 | -1.7 | -13 | 4.3 | -1
Cn1c(=N)n(CC(=O)c2ccc(Br)s2)c2ccccc21 | 2.5 | 21 | 1.4 | 7 | -4 | -21 | 97 | -1.1 | -20 | 5.6 | 0
COc1ccc(NC2=C(C(C)=O)C(c3ccccc3)C(C(C)=O)C(C)(O)C2)cc1 (configuration not stated) | 1.1 | -11 | 0.3 | 2 | -7 | 6 | nt | -0.4 | -5 | 3.9 | -2
O=C1OC(c2ccccc2)C2(CCCC2)C(=O)C12CCCC2 (configuration not stated) | 1.0 | -20 | 0.8 | 12 | -12 | 7 | 102 | -2.4 | -4 | 1.6 | 0
O=C(CN(C(=O)CNC(=O)c1ccco1)c1ccc2c(c1)OCCO2)NC1CCCC1 | 1.1 | 0 | 2.6 | 7 | -3 | 5 | 94 | -0.9 | 15 | 2.1 | 0
Cc1ccn2cc(-c3cccc(NC(=O)c4ccccc4)c3)nc2c1 | 0.7 | 17 | 1.9 | 2 | -7 | -11 | 102 | -0.3 | 3 | 2.8 | -6
O=C(NCCc1ccc(Cl)cc1)C1CCN(S(=O)(=O)N2CCCCC2)CC1 | -0.3 | 2 | 0.8 | 5 | 2 | nt | 108 | -0.9 | 17 | nt | 3
C/C(=N/NC(=O)C(C)n1nc(C)c([N+](=O)[O-])c1C)c1ccc(OCC(N)=O)cc1 (configuration not stated) | 0.3 | 22 | 5.8 | -4 | 1 | -6 | 107 | 0.8 | -16 | 2.2 | -8
O=C(COc1ccc(Br)cc1)N1CCOCC1 | -0.8 | -29 | 4.8 | 2 | -8 | 9 | 95 | -0.4 | 329 | 2.9 | -3
C=C(C1=CCN(S(=O)C(C)(C)C)[C@@H]1CCO)c1ccccc1 (some centres not stated) | nt | -13 | nt | 6 | -6 | 10 | 105 | -1.3 | nt | 2.6 | 3
O=C(N/C(=C/c1ccccc1Cl)C(=O)N1CCOCC1)c1ccccc1 | -0.3 | -2 | -0.8 | 12 | 9 | 1 | nt | -2.9 | 12 | 3.6 | 1
C=CCn1c(SCC(=O)N(C)C2CCCCC2)nnc1C1CC1 | -1.9 | -20 | 0.5 | 9 | 1 | 0 | 101 | -2.3 | 20 | 2.9 | 8
Cc1onc(-c2c(F)cccc2Cl)c1C(=O)OCn1nnc2ccccc2c1=O | -1.9 | 3 | 0.2 | 14 | -5 | -4 | 100 | -2.5 | 242 | 0.0 | 5
CC1=Nc2cccc([N+](=O)[O-])c2NC(=O)C1 | nt | 10 | nt | 19 | 14 | -17 | 101 | -4.1 | nt | 2.2 | -4
CCCCn1c(=O)[nH]c(=O)c2c1nc(-c1ccc(-c3ccccc3)cc1)n2C | 1.9 | 2 | 1.0 | 13 | -7 | -21 | nt | -2.4 | -15 | -0.2 | -1
CN(C)/C=C/C(=O)c1cccc([N+](=O)[O-])c1 | -2.8 | nt | 0.8 | nt | nt | -8 | 97 | nt | 23 | 1.9 | nt
COc1ccc(S(=O)(=O)NCc2ccco2)cc1NC(=O)c1ccccc1 | -1.8 | 0 | 2.8 | 16 | -3 | -29 | 114 | -3.1 | 9 | 1.0 | 0
OCc1cn(-c2ccccc2)nc1-c1ccc(Br)cc1 | 0.9 | -24 | 4.8 | -7 | -1 | -14 | 115 | 1.4 | 31 | 1.9 | 9
Cc1ccccc1C(=O)Nc1ccnn1C1CCN(Cc2cnn(C)c2)CC1 | 0.2 | 31 | 1.3 | 16 | 0 | -23 | nt | -3.0 | 10 | 3.0 | 0
Cn1nc(C(=O)Nc2sc3c(c2C#N)CCCC3)ccc1=O | 2.4 | 3 | 3.4 | 12 | 2 | -30 | 95 | -2.6 | 13 | 4.2 | -1
CCCCCCNc1nc(Cl)nc(NC(C)(C)CO)n1 | -3.5 | -15 | -1.9 | -3 | -8 | 7 | 110 | 0.7 | -5 | -0.1 | 0
CCOC(=O)c1cccc(NC(=O)CSc2nnc(-c3cccnc3)n2C)c1 | 0.9 | -11 | 0.7 | 15 | 2 | -23 | 100 | -2.4 | -3 | 0.6 | 3
Cc1cc(C)c(NC(=O)COC(=O)c2c(C)noc2C)c(Cl)c1 | -1.8 | -1 | 2.8 | 14 | -5 | -25 | 105 | -3.4 | -4 | 1.8 | 0
CCS(=O)c1ccccc1C(=O)O (configuration not stated) | 0.4 | 0 | 1.1 | 13 | -17 | 70 | nt | -2.5 | 392* | 2.9 | 6
CC(C)(O)CCc1c(-c2ccc(O)cc2O)oc2c3c(cc(O)c2c1=O)OC(C)(C)C=C3 | 0.0 | 0 | 4.4 | -22 | -10 | -21 | 103 | 4.0 | 9 | 0.9 | 4
Cc1nc(C)c(C(=O)OCC(=O)NCCc2ccc(S(N)(=O)=O)cc2)s1 | 1.2 | 0 | 4.3 | 7 | -1 | 35 | 107 | -1.8 | -26 | 6.5 | 0
CCCNC(=O)CC1Sc2ccccc2NC1=O (configuration not stated) | -2.7 | -28 | 0.1 | -9 | -7 | -2 | 99 | 1.8 | 1 | 2.4 | 1
COc1ccc(C(CNC(=O)COc2ccccc2C)N2CCCC2)cc1 (configuration not stated) | -1.7 | 9 | 0.6 | 16 | -14 | 1 | 123 | -3.0 | -12 | 0.9 | 0
